High-throughput results as filed in PubChem.
GalR3 antag – GalR3 antagonists in HEK293 cells, primary screen, cell-based, fluorescence readout; Galanin receptor type 3 (Homo sapiens), O60755; HEK293 GalR3-CNG cAMP membrane potential fluorescence; galR3 body fused to GalR1 C-terminus; inhibition, % at 3 µM; actives 0.44% (n = 360,000);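 active = inhibition above the screen-wide average plus 3 SD, cut at about 13% in these data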;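 note: forskolin and galanin both at EC90 stimulate the cells; cAMP rise reported by CNG channel membrane potential dye signal; 0% = forskolin plus galanin with DMSO and 100% = forskolin alone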
Target sequence (O60755 1-299 limits assumed): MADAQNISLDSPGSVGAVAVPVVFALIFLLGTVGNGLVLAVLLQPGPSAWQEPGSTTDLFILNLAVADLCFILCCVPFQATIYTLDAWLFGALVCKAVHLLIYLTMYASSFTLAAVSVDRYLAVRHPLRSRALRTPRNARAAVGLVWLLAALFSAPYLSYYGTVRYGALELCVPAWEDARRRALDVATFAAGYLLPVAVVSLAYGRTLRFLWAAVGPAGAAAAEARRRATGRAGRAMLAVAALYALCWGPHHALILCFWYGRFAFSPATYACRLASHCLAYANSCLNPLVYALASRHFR
HCV NS3 hel inh – inhibitors of HCV NS3 helicase, primary screen, biochemical, Cy5 molecular beacon fluorescence. NS3 helicase DNA unwinding. inhibition, % at 10.9 µM. actives 0.56% (n = 290,000). AID 1800, 2009;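 active = inhibition above the mean of all tested compounds plus 3 SD, set per campaign, cut at about 35% in these data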;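 note: 0% = DMSO wells and 100% = thioflavine S control wells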
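test system = hepatitis C virus NS3 helicase domain fragment enzyme | reagent = annealed dual-labelled DNA beacon duplex, ATP-started | times = 1 h at 25 °C | detection = Cy5 fluorescence, 0 and 60 min reads | read-out basis = percent inhibition from t60/t0 fluorescence ratio | control set = DMSO and thioflavine S | replication = one well per compound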
CRFBP-R2 block – antagonists of CRF-BP/CRF-R2 complex, primary screen, cell-based, HEK293, calcium dye fluorescence, uHTS; actives 0.59% (n = 350,000); CRF-induced calcium fluorescence; AID 588475, 2011; inhibition, % at 11.8 µM;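 active = inhibition of the ligand-induced calcium signal above about 50% at the single tested concentration, limit read from the data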
CRFR2-BP ag – agonists of CRF-BP/CRF-R2 complex, primary screen, cell-based, HEK293, calcium dye fluorescence, uHTS. CRF-binding protein / CRF receptor 2 complex (human). calcium dye fluorescence (FLIPR); percent of saturating CRF peptide response. activation, % at 13.2 µM. actives 0.46% (n = 350,000);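 active = activation of at least 50%, plus an integration ratio under a set limit after plate pattern correction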;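 note: plate controls were neutral control wells without compound for no effect and CRF at EC100 for full effect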
FID counter – compounds displacing fluorescent DNA intercalator, primary screen, artefact control for HCV NS3 helicase inhibitor project, biochemical, FID fluorescence. DNA fluorescent intercalator displacement. inhibition, % at 7.9 µM. actives 0.17% (n = 290,000). AID 1845, 2009; in the data active = inhibition above about 37%;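 note: 0% = vehicle and 100% = reference compound; higher means more ethidium bromide displaced from hairpin DNA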
UBC9 SUMO inh – inhibitors of in vitro SUMOylation cascade, primary screen, biochemical, HTRF, uHTS; SUMO-conjugating enzyme UBC9 (Homo sapiens), P63279; HTRF SUMOylation assay, SAE1/SAE2 + UBC9; inhibition, % at 35 µM; actives 0.36% (n = 290,000); AID 2006, 2009; in the data active = inhibition above about 50%, passing the limit was not always enough; note: strong numbers were not always called active
Target sequence (P63279 whole entry, looked up): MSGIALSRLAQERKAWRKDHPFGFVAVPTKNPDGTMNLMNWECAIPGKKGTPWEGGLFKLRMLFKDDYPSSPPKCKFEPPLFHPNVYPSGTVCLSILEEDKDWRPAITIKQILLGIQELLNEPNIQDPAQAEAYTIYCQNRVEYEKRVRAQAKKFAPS
MEKK2mut PB1 HTS – MEK5 binding signal on mutant MEKK2 PB1, primary screen, biochemical, multiplex bead flow cytometry, Alexa488-MEK5; Alexa488-MEK5 binding to MEKK2 mutant; percent response, % at 10 µM; actives 0.35% (n = 290,000); AID 1530, 2009; in the data active = percent response above about 24%, passing the limit was not always enough; note: inactives centre near 1; some results filed as inactive read as strong as hits
MEKK2 WT-MEK5 – modulators of MEK5 binding to wildtype MEKK2, primary screen, biochemical, multiplex bead flow cytometry, Alexa488-MEK5; Mitogen-activated protein kinase kinase kinase 2 (Homo sapiens), Q9Y2U5; actives 1.1% (n = 290,000); binding response (% of control), % at 10 µM; Alexa488-MEK5 binding to MEKK2 WT; actives lie on both sides; AID 1531, 2009; in the data active = binding response below about 67% or above about 130%
MEKK3 PB1 HTS – modulators of MEKK3-MEK5 PB1 binding, primary screen, biochemical, wildtype MEKK3, multiplex bead flow cytometry, Alexa488-MEK5 | Mitogen-activated protein kinase kinase kinase 3 (Homo sapiens), Q99759 | bead-based flow cytometry, Alexa488-MEK5 binding to MEKK3; actives lie on both sides; 0 = blocked by unlabeled MEK5, 100 = vehicle | binding response (% of control), % at 10 µM | actives 1.4% (n = 290,000);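 active = binding response more than 3 SD above or below the average of its plate-row segment, actives on both sides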;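 note: Alexa488 bead fluorescence after subtracting the streptavidin-only scavenger bead signal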
Target sequence (Q99759 whole entry, looked up): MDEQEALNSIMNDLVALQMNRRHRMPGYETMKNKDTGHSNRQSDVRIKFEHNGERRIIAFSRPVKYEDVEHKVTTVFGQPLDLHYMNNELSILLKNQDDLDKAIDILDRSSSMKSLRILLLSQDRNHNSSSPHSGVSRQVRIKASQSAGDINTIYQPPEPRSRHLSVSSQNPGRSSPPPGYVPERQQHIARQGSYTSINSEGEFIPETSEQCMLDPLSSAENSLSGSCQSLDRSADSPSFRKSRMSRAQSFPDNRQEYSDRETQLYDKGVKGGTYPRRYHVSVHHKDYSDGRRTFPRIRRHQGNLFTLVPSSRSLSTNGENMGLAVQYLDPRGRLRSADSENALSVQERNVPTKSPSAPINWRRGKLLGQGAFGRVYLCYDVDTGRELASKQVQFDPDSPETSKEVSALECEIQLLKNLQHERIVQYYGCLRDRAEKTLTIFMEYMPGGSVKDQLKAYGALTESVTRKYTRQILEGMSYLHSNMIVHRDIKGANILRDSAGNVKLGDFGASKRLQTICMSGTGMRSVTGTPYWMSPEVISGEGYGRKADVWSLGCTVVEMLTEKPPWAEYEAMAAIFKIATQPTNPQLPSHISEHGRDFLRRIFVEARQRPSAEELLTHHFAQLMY
Active calls of the source: *; . = not tested or not shown; [ ] = another dose, or the depositor's remark. Not all compounds are listed; rates above refer to the full screens.

SMILES	GalR3 antag	HCV NS3 hel inh	CRFBP-R2 block	CRFR2-BP ag	FID counter	UBC9 SUMO inh	MEKK2mut PB1 HTS	MEKK2 WT-MEK5	MEKK3 PB1 HTS
O=C(Nc1ccccc1)C1CCCN1C(=O)NCc1ccccc1 (stereo not drawn)	-1	5	5	-1.0	-7	-3	-14	86	88
CCCC1CCC(c2ccc(C(N)=O)cc2)CC1 (stereo not drawn)	-1	13	3	5.3	-6	28	-1	103	102
N#Cc1cc2c(=O)n3ccccc3nc2n(-c2ccccc2Cl)c1=O	-3	-7	24	11	-5	27	-12	85	86
O=C(NC(=S)Nc1nc2ccc(F)cc2s1)c1ccco1	-6	7	1	31	2	-3	-42	104	99
CCc1c(C)nc(N)c(C#N)c1-c1ccccc1	-6	-12	22	1.8	-3	7	0	94	101
CCOc1ccc(OCc2cccc(C(=O)N3CCCCCC3)c2)cc1	-5	-1	-14	-0.5	-38	-16	6	105	103
COC(=O)CCCCCN1C(=O)/C(=C\c2ccncc2)SC1=S	-6	-5	1	-0.8	-21	0	1	97	99
COc1cccc(-c2cc(C(=O)Nc3ccc4c(c3)OCCO4)c3ccccc3n2)c1	0	4	.	.	-6	3	.	.	.
Cc1ccc(OCC(=O)N/N=C/c2cc([N+](=O)[O-])ccc2N2CCCCC2)cc1	-2	7	-12	1.7	-3	1	2	103	102
CCO[C@H]1OC(C(=O)NC2CC2)=C[C@@H](C)[C@@H]1CCCO	-4	6	-6	-0.8	-3	-1	3	101	100
COc1ccc(NC(=O)CN2c3cccc4cccc(c34)S2(=O)=O)c(OC)c1	-7	-2	26	-1.2	-18	12	-2	94	94
CCCCCn1c(=O)[nH]c2cc(C(=O)N3CCN(c4ccc(C(C)=O)cc4)CC3)ccc2c1=O	-10	-9	0	-1.1	-39	-9	-6	95	98
CC(C)n1c(Nn2cnnc2)nc2ccccc21	2	0	-15	2.3	3	4	-1	98	96
Cc1cc(C)cc(NC(=O)C[n+]2ccccc2)c1	-10	-15	6	-0.6	-3	0	8	109	105
CCOc1cc(/C=C\[N+](=O)[O-])ccc1OCC(=O)Nc1ccccc1C	.	4	-17	-1.2	-4	-1	5	100	102
Cc1ccc(S(=O)(=O)N2CCCCC2)cc1C(=O)NC1CCCCC1	-7	7	2	0.0	-19	22	7	96	100
Cc1ccc(S(=O)(=O)N2CC(O)CC2C(=O)OCC(=O)c2ccccc2Cl)cc1C (stereo not drawn)	-3	-23	-16	-2.4	-33	1	-2	93	100
CC(=O)N1CCN=C1SCc1cccc(F)c1	2	-1	5	-1.2	6	-2	-10	95	97
CCCCN(C(=O)CNC(=O)c1ccco1)C(C(=O)NC1CCCCC1)c1cccnc1 (stereo not drawn)	-4	-1	-6	0.0	-34	8	6	101	101
O=C(NC1CCCC1)c1cccc(Oc2ccccc2)c1	-3	5	-5	-0.9	-15	10	1	103	103
CCC(C)NCC(O)(c1ccc(Cl)cc1)c1ccc(Cl)cc1 (stereo not drawn)	1	-32	-96	26	10	-9	5	110	99
CN(C)C(=O)C[n+]1cccc(/C=N/O)c1	-2	-14	3	-0.5	1	1	0	96	95
CCOC(=O)c1sc(NC(=O)C(CC)Sc2nnc3c4ccccc4n(C(C)C)c3n2)nc1C (stereo not drawn)	2	-1	-37	2.1	0	-9	8	107	108
COc1cccc2cc(C(=O)NC(C)C3CCCO3)c(=O)oc12 (stereo not drawn)	-4	14	-5	-3.9	-10	17	2	104	106
C=CCNC(=O)/C(C#N)=C/c1ccc(SC)cc1	-5	12	-14	0.6	1	9	-1	100	98
CCOC(=O)c1c(NC(=S)Nc2ccccc2)sc2c1CCCCC2	.	0	-14	0.4	7	-1	-1	99	107
CCOc1cc(S(=O)(=O)n2nc(C)cc2C)ccc1F	-5	2	1	2.4	-4	11	0	103	103
COCCn1c(SCc2ccc(C(=O)OC)o2)nc2cc(Cl)ccc2c1=O	-6	-4	26	0.0	-4	3	2	101	102
CCOC(=O)Cc1csc(NC(=O)c2cnc3sc(C)cn3c2=O)n1	-7	0	16	0.5	-22	3	-3	107	102
CCCCCN(C(=O)NC(=O)Nn1cnnc1)S(C)(=O)=O	-9	0	11	2.1	0	23	4	103	101

Arranged by SMILES length (highest first): 5 of the compounds above
SMILES	GalR3 antag	HCV NS3 hel inh	CRFBP-R2 block	CRFR2-BP ag	FID counter	UBC9 SUMO inh	MEKK2mut PB1 HTS	MEKK2 WT-MEK5	MEKK3 PB1 HTS
CCOC(=O)c1sc(NC(=O)C(CC)Sc2nnc3c4ccccc4n(C(C)C)c3n2)nc1C (stereo not drawn)	2	-1	-37	2.1	0	-9	8	107	108
CCC(C)NCC(O)(c1ccc(Cl)cc1)c1ccc(Cl)cc1 (stereo not drawn)	1	-32	-96	26	10	-9	5	110	99
CCCCCN(C(=O)NC(=O)Nn1cnnc1)S(C)(=O)=O	-9	0	11	2.1	0	23	4	103	101
O=C(NC1CCCC1)c1cccc(Oc2ccccc2)c1	-3	5	-5	-0.9	-15	10	1	103	103
CN(C)C(=O)C[n+]1cccc(/C=N/O)c1	-2	-14	3	-0.5	1	1	0	96	95

(continued)
SMILES	GalR3 antag	HCV NS3 hel inh	CRFBP-R2 block	CRFR2-BP ag	FID counter	UBC9 SUMO inh	MEKK2mut PB1 HTS	MEKK2 WT-MEK5	MEKK3 PB1 HTS
COc1cc2c(cc1NC(=O)CSc1nccn1C)oc1ccccc12	-3	-19	-25	1.8	-13	-8	-2	101	102
Cc1ccc(S(=O)(=O)n2[nH]c(=O)cc2NC(=O)c2cccs2)cc1	.	30	.	.	-27	11	2	-4.0*[inhibitor]	1.0*[inhibitor]
CCCC(=O)Nc1ccc(NC(=O)C23CC4CC(CC(C4)C2)C3)cn1	-5	7	16	-2.9	-17	-12	4	106	107
Cc1ccccc1OCc1nnc(SC(C)C(=O)O)n1Cc1ccccc1 (stereo not drawn)	0	7	8	-3.7	-44	-6	0	98	99
CC(=O)c1sc(NC(=O)c2cccs2)nc1C	-7	-4	-3	-1.0	3	-4	4	106	104
COC(=O)c1cc(NC(=O)c2ccc([N+](=O)[O-])cc2)c(=O)oc1C	-6	6	7	-1.2	-2	8	-4	97	101
CC(C)NC(=O)CSc1nc(N)c(NC(=O)c2ccccc2F)c(=O)[nH]1	1	65*	11	0.3	-7	-2	-2	100	101
O=C(N/N=C/c1ccc(-c2ccc([N+](=O)[O-])cc2)o1)c1cccnc1	-1	4	3	-0.7	-2	33	-2	96	96
COc1cc(OC)cc(C(=O)N/N=C2/SCC(=O)N2Cc2ccco2)c1	-3	-1	0	-1.0	3	10	-1	105	104
CCCCN(CC)C(=O)/C=C/c1cccc([N+](=O)[O-])c1	2	2	-1	-1.5	-11	29	4	107	101
CC12CCC(=O)N1C(C(=O)Nc1cc(S(=O)(=O)N3CCCCCC3)ccc1OCC(F)(F)F)CS2 (stereo not drawn)	-1	-1	-6	1.5	-36	-7	-1	97	93
CC12CCC(=O)N1C(C(=O)Nc1cc(Cl)ccc1N1CCOCC1)CS2 (stereo not drawn)	-5	-9	0	-0.7	-31	-4	5	105	101
COc1ccc(CNC(=O)Cc2cccs2)cc1	.	0	15	-1.3	-5	2	1	106	102
CCC(C)n1c(SCC(=O)NCc2ccco2)nnc1-c1cccc(S(=O)(=O)N2CCOCC2)c1 (stereo not drawn)	2	3	7	0.3	-28	7	17	101	103
O=C(NCCCc1ccccc1)C1CCN(S(=O)(=O)c2ccc(F)cc2)CC1	1	10	-6	-2.0	-48	2	4	99	100
Cc1ccc(Nc2c3c(nc4ncnn24)CCC3)cc1	-7	5	7	-3.4	-16	17	9	114	114
CCOC(=O)c1cc(C)n(Cc2ccc(OCC)c(OC)c2)c1C	-3	-1	18	1.2	-24	17	-5	98	97
c1ccc2c(c1)CCN(c1nc3cc4c(cc3s1)OCCO4)C2	-1	-10	-18	-1.0	10	-25	-2	98	98
CN(CCC1CCOCC1)Cc1nc(Cc2ccccc2F)no1	-3	-2	0	-0.4	1	9	-3	94	100
CC(=O)Nc1ccc(S(=O)(=O)NCC(=O)NCCCc2ccccc2)cc1	-7	-5	-2	1.2	-5	8	-1	98	99
O=C(NCCc1ccccc1)c1coc(=O)c(Br)c1	-7	4	16	-1.7	-2	2	3	107	107
COc1ccc(C(=O)NC(=S)Nc2ccc3c(c2)Cc2ccccc2-3)cc1	-1	-6	0	1.3	-2	16	-5	94	95
COc1ccc(C(=O)Nc2ccc(C(=O)N3CCCCC3C)cc2)c(OC)c1OC (stereo not drawn)	-2	-1	-9	0.5	-48	7	6	104	99
COc1ccc(C)cc1S(=O)(=O)N(CC(=O)O)c1ccc(F)cc1	2	1	-8	-0.4	-13	24	-5	96	88
C/C(=N\NC(=O)COc1ccc(C(C)(C)C)cc1)c1ccccc1	-3	-8	-36	-0.5	-11	-5	-12	82	83
COc1cc2cc(Br)cc(Br)c2nc1C	-1	-2	-14	3.0	-4	0	4	107	104
CCOc1ccc2nc(C)cc(Nc3ccc4c(c3)OCCO4)c2c1	-4	-13	-7	-3.3	16	24	14	126	106
O=C(CCc1nc(-c2ccccc2)no1)N1CCCC1	3	10	3	0.5	-5	4	10	104	104
O=C(O)c1cc(S(=O)(=O)N2CC3CC3C2C(=O)O)c(Cl)cc1Cl (stereo not drawn)	-1	0	4	-0.8	5	-4	-3	95	100
O=C(NCc1ccncc1)C1CCN(S(=O)(=O)c2cccc(C(F)(F)F)c2)CC1	-10	8	-2	-0.1	-11	8	0	98	95
Cc1ccc(C)c(S(=O)(=O)Nc2ccc(O)c3ccccc23)c1	-9	1	12	-3.0	-9	67	10	106	101
CCOc1ccc(N(C)S(=O)(=O)c2csc(C(N)=O)c2)cc1	-12	8	7	-0.2	-6	3	3	107	104
COC(=O)C(C)Oc1ccc2c(c1)O/C(=C\c1ccco1)C2=O (stereo not drawn)	-10	33	-2	1.2	-20	-1	3	104	105
Cn1c(Br)nc2c1c(=O)n(CC(O)COc1ccccc1)c(=O)n2C (stereo not drawn)	5	6	6	4.0	-16	11	5	108	107
Cc1nc(C(=O)NNC(=O)c2ccccc2Cl)c(C(F)(F)F)o1	-6	-3	9	0.6	2	7	-3	100	102
COCCNC(=O)C(c1ccc(O)cc1)N(C(=O)CCC(=O)Nc1nccs1)c1cccc(C)c1 (stereo not drawn)	-7	4	-16	1.3	-32	7	-3	96	99
Cc1cccc(C)c1OCC(=O)Nc1ccc(NC(=O)c2ccco2)cc1	-2	6	0	-4.5	-25	3	-2	97	101
CC(C)(C)c1ccc(C2CC2C(=O)N/N=C\c2ccc[nH]2)cc1 (stereo not drawn)	2	5	8	0.2	-16	3	-8	89	101
